Screening data (PubChem BioAssay)
D1 mod – D1 CRE-luciferase signal change, two-sided – cell-based, HEK293 D1, dopamine EC30, D1 allosteric modulator project, primary screen. D(1A) dopamine receptor (Homo sapiens), P21728. dopamine EC30 potentiation; actives deviate in either direction. B-score at 10 µM. 58,000 tested, 5.9% active;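 active = luminescence count or its row- and column-corrected plate score outside the 99.7% band of the plate's sample wells, on either side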
E coli RNAP – E. coli RNAP inhibitors, biochemical. DNA-directed RNA polymerase subunit beta (Escherichia coli (strain K12)), P0A8V2. E. coli RNA polymerase, fluorescence transcription assay. inhibition, %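 (tested at 10 µM)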. 62,000 tested, 0.2% active; in the data active = inhibition above about 20%;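 note: 0% = enzyme without compound and 100% = no enzyme blank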
S1P1 ag pot – S1P1 agonists and agonism potentiators, primary screen, cell-based, primary and confirmation screens, CRE-bla reporter; Sphingosine 1-phosphate receptor 1 (Homo sapiens), P21453; S1P1 CRE-bla cells, forskolin, beta-lactamase FRET, potentiator mode; S1P1 agonist co-added at EC20, 2 nM; 100% = saturating reference agonist, 0% = basal; activation, % at 9.5 µM; 56,000 tested, 0.57% active; AID 449, 2006;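 active = activation above a cutoff set at the mean activation of all tested compounds plus 3 SD, cut at about 54% in these data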;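 note: forskolin at 4 µM as EC80 and the EC20 agonist is SEW2871; 100% = SEW2871 at its EC100 plus forskolin at EC80; some compounds past the cut are filed as inactive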
Target sequence (P21453 whole entry, looked up): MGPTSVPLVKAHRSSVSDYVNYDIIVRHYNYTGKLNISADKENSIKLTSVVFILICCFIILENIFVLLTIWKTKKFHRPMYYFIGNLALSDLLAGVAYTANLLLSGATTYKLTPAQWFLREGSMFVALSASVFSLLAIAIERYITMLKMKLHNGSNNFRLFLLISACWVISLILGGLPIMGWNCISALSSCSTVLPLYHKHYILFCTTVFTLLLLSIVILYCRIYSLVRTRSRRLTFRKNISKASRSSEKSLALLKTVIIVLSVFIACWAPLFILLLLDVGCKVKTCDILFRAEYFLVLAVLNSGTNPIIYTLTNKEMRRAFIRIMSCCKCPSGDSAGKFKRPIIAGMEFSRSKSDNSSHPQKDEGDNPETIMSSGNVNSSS
Jurkat tox 60K – cytotoxicity toward Jurkat T cells, primary screen, cytotoxicity control, cell-based, Jurkat E6.1, 60K MLSMR library; 56,000 tested, 1.2% active; inhibition, % at 4 µM; AID 463, 2006; Jurkat E6.1 viability, ATP luminescence, 48 h;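 active = inhibition above the mean inhibition of all tested compounds plus 3 SD, cut at about 28% in these data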
HEK293 NFkB inh – inhibitors of PMA/ionomycin-induced NF-kB reporter, primary screen, antigen receptor NF-kB inhibitor project, cell-based, HEK-293 luciferase reporter, luminescence; HEK-293 NF-kB luciferase reporter; inhibition, % at 3 µM; 62,000 tested, 0.21% active; AID 465, 2006;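 active = inhibition above the mean of all tested compounds plus 3 SD, cut at about 40% in these data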;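 note: 0% = stimulated DMSO wells and 100% = 10 µM reference inhibitor 5653914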
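Material: HEK-293 cells with stable firefly luciferase reporter driven by four HIV NF-kB elements / Also added: PMA plus ionomycin mix as NF-kB-activating stimulus / Compound dosing: 3 µM once, 0.30% DMSO / Times: 1 h pretreatment, 16 h stimulation, 37 °C / Signal: luminescence / Evaluation: per-plate % inhibition versus controls / Benchmarks: DMSO and 10 µM reference inhibitor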
S1P3 ag – human S1P3 receptor agonists, primary screen, cell-based, primary and confirmation, NFAT-BLA reporter; S1P3 NFAT-BLA reporter cells, agonism, FRET ratio; relative to 1 µM S1P, basal subtracted; 60,000 tested, 0.1% active; AID 373, 2006; activation, % at 4.5 µM;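 active = activation above the screen-wide mean plus 3 SD, cut at about 4.5% in these data, passing the limit was not always enough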; note: some compounds called inactive have numbers as strong as hits
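material = human S1P3 NFAT-BLA reporter CHO cells | schedule = 4 h compound at 37 °C, 2 h substrate at RT | measured by = fluorescent BLA substrate, ex 405 nm, em 460/535 nm ratio | controls = 1 µM S1P reference | replication = primary once, confirmation triplicate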
M1 ag – M1 muscarinic receptor agonists, primary screen, CHO-M1 cells, Fluo-4 calcium, agonist mode. Muscarinic acetylcholine receptor M1. Fluo-4 calcium fluorescence; active compounds read high. B-score at 10 µM. 64,000 tested, 3% active;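 active = fluorescence rise, raw or as B-score row- and column-corrected plate score, outside the 99.7% band of its plate's samples, either direction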
TNAP act mid DEA – human TNAP enzyme activators, primary screen, biochemical, luminescent, intermediate phosphate acceptor level; 64,000 tested, under 10 active; purified TNAP, CDP-star luminescence, 100 mM DEA, 30 min; active compounds read high; scale: 0 levamisole-inhibited, 1 vehicle-only enzyme; activation factor at 20 µM;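 active = activation factor of at least 2 at 20 µM, relative to controls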
M1 antagonist – antagonists of rat M1 muscarinic receptor. CHO-M1 cells, Fluo-4 calcium, ACh EC80 antagonist mode; active compounds read low. 64,000 tested, 3.4% active. Muscarinic acetylcholine receptor M1 (Rattus norvegicus), P08482. B-score at 10 µM;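 active = calcium fluorescence response, raw or row-and-column corrected B-score, differing from the plate sample mean either way at a set confidence level, mostly lower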
Target sequence (P08482 whole entry, looked up): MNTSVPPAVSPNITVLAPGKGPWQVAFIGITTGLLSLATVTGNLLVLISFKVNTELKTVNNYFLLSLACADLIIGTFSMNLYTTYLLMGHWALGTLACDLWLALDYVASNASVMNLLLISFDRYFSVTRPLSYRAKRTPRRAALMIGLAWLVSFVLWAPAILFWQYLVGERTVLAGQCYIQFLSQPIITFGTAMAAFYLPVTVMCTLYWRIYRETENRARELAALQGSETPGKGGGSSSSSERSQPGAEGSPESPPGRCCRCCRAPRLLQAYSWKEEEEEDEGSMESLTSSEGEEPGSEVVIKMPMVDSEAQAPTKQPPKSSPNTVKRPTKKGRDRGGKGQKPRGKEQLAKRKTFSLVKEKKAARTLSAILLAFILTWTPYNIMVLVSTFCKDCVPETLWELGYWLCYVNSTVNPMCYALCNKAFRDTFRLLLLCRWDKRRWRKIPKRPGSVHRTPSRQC
An asterisk follows results filed as active; nt = not tested or not shown.

SMILES	D1 mod	E coli RNAP	S1P1 ag pot	Jurkat tox 60K	HEK293 NFkB inh	S1P3 ag	M1 ag	TNAP act mid DEA	M1 antagonist
Cc1nnc(SCCN2CCOCC2)n1C	nt	2	nt	nt	19	nt	-0.026	1	0.69
CCN(CC)CCNC(=O)c1ccc2c(c1)ncn2C1CCCCC1	0.1	3	15	-2	13	-0.4	0.57	1	1
Cn1cc(CN2CCN(c3ccccc3)CC2)c2ccccc21	-1.6	4	nt	nt	8	nt	-0.63	0.9	-4.3*
COc1ccccc1C(OC(=O)c1ccco1)C(=O)NC(C)(C)C (configuration not stated)	0.0038	-7	-9	11	6	-0.6	-0.14	0.8	1.2
CCOC(=O)N1CCN(Cc2nc(-c3ccc(C)cc3)no2)CC1	-0.021	11	-4	-4	-10	0.0	2.5*	0.9	0.99
COc1cccc(N2CCN(C3CC(=O)N(c4ccc(F)c(Cl)c4)C3=O)CC2)c1 (configuration not stated)	0.42	8	-22	-4	10	-0.8	-0.73	0.9	0.79
CC(C)NC(=O)c1ccccc1NC(=O)c1ccccc1N(C)S(C)(=O)=O	-0.18	9	-10	0	9	-1.6	-0.25	0.8	-0.25
COc1ccc(C2CC(=O)Nc3ccccc3S2(=O)=O)cc1OC (configuration not stated)	2.9*	0	8	4	12	-0.7	-0.99	1	-0.0081
CCOC(=O)Cn1c(=O)oc2cc(S(=O)(=O)Nc3cc(Cl)ccc3OC)ccc21	-1.5	5	-2	2	12	-0.5	-1.7	1	-0.32
Cc1c(NC(=O)c2cnn3cccnc23)c(=O)n(-c2ccccc2)n1C	-0.22	5	-28	-4	18	-1.0	0.89	0.9	0
CCCNC(=O)CS(=O)(=O)Cc1nc(-c2ccccc2C)oc1C	-0.092	5	-1	-2	4	-1.0	0.47	1	0.76
O=C(CSc1ncnc2c1nnn2-c1ccc(F)cc1)NCC1CCCO1 (configuration not stated)	-0.016	-7	-5	-2	1	-0.9	0.19	1	-1.3
CCOC(=O)c1c(NC(=O)COC(=O)c2c(C)noc2C)sc2c1CCC2	0.39	4	-14	-3	-2	0.4	-0.85	0.9	1.2
Cc1cc(=O)oc(C)c1C(=O)NCCc1ccccc1	0.95	11	3	nt	nt	-0.8	0.24	0.9	0.32
CCCC(=O)N1c2ccc(-c3csc(N)n3)cc2CC1C (configuration not stated)	-1.2	0	5	11	-16	-1.4	0.71	0.9	-0.6
CN1CCN(Cc2nc3c(c(=O)n(C)c(=O)n3C)n2CCc2ccccc2)CC1	0.039	9	-8	-2	16	-0.5	-0.098	0.9	-0.0031
O=C(Nc1ccc(Cl)cc1)Nc1ccccc1C(=O)NCc1ccco1	nt	4	15	6	9	0.5	nt	0.9	nt
Cc1ccccc1N1C(=O)C2ON(c3ccccc3)C(c3cccnc3)C2C1=O (configuration not stated)	nt	2	6	nt	nt	-4.5	-0.16	1	0.23
Cc1oc(C(C)(C)C)cc1C(=O)NCC(=O)NCC(=O)O	-0.48	4	-2	2	9	-0.2	-0.032	0.9	0.87
COc1cc2c(cc1O)C(SC)=NC(C)(C)C2	1.4	10	-1	2	9	-0.9	-0.28	1	0.22
O=C(NCCN1CCOCC1)c1cc2sccc2n1Cc1ccc(F)cc1	-0.78	-5	10	-1	8	0.2	-0.83	0.9	-0.92
COc1ccccc1-n1c(SCC(=O)Nc2ccccc2C)nc(O)cc1=O	-0.21	5	-20	-3	12	-0.2	0.28	1	0.038
O=c1c2ccccc2ncn1-c1ccc2c(c1)OCCO2	-1.5	7	8	0	0	-1.0	-0.16	0.9	-0.19
CN(C)CCCN1C(=O)C(=O)/C(=C(/O)c2ccc3c(c2)OCO3)C1c1ccccn1 (configuration not stated)	-0.58	4	nt	0	2	-0.7	-1.6	1	0.051
CCCCC(=O)c1c(C)cc(C)[nH]c1=O	nt	4	-4	nt	nt	-2.5	-0.84	0.9	0.47
C/C=C/c1ccc(OCCCN2C(=O)NC(C)(C)C2=O)c(OC)c1	-0.92	1	nt	-8	6	-0.2	0.16	0.9	-0.076
CN/S(=N/S(=O)(=O)c1ccccc1)c1ccc(C)cc1 (configuration not stated)	0.055	1	-5	4	0	-0.3	0.57	0.9	-1.8
COc1cc2c(cc1NC(=O)CC1SC(N3CCCC3)=NC1=O)oc1ccccc12 (configuration not stated)	0.62	3	3	0	-6	-0.8	-0.15	1	-0.97
COc1ccc(OC)c(N/C(C)=C/C(=O)c2ccc(C)o2)c1	0.62	6	nt	-1	10	-0.8	5.9*	0.9	0
CCOc1ccc(S(=O)(=O)Nc2ccccc2SC)c2cccnc12	0.29	-3	8	4	6	-1.1	0.38	0.9	-0.16
COc1ccc(CN2C(=O)NC3(CCCCCC3)C2=O)cc1F	nt	15	-8	-7	10	0.9	0.0083	0.9	-0.29
CCC(C(=O)OCC(=O)Nc1c(C)n(C)n(-c2ccccc2)c1=O)c1ccccc1 (configuration not stated)	-0.022	2	nt	nt	-10	nt	-1.6	0.9	-1.8
Cc1noc(C)c1C(=O)Nc1sc(C)c(C)c1C#N	0.0035	2	-7	-2	5	-1.1	-1.6	0.9	0.25
COc1ccc(C2Nc3ccccc3C(=O)N2Cc2ccco2)cc1CN1C(=O)c2ccccc2C1=O (configuration not stated)	3.2	nt	20	nt	nt	-4.9	-0.97	0.9	-0.55
CC(C)CCOC(=O)C1[C@H]2C(=O)N(Cc3cccs3)C[C@]23C=C[C@H]1O3 (some centres not stated)	0.34	-3	2	6	4	-1.8	1.5	0.9	-0.9
CC(C)(C)C1CCC2(CC1)C(C#N)=C(SCC(=O)Nc1ccccc1)NC(=O)C2C#N (configuration not stated)	-3.3	-6	79*	nt	nt	-3.6	0.86	0.9	-0.022
CCOC(=O)/C=C1\CC(=O)Nc2cc(C)c(C)cc2N1	1.2	4	10	0	8	-0.8	-0.056	1	1.4
CC(C)(C)N1C(=O)c2ccc(C(=O)NCc3ccco3)cc2C1=O	nt	15	-4	-6	20	-0.4	0.33	0.9	-1
Cc1cc(=S)cc(C)n1CCCO	1.6	-3	6	4	23	-0.6	-0.7	0.9	0.87
O=C(Cn1cc(C(=O)COc2ccccc2)c2ccccc21)NCc1ccco1	0.33	3	11	1	-2	-0.6	nt	1	nt

Whole records as entered above. Screens in order: D1 mod, E coli RNAP, S1P1 ag pot, Jurkat tox 60K, HEK293 NFkB inh, S1P3 ag, M1 ag, TNAP act mid DEA, M1 antagonist
`CCC(C(=O)OCC(=O)Nc1c(C)n(C)n(-c2ccccc2)c1=O)c1ccccc1` (configuration not stated) is listed with -0.022, 2, nt, nt, -10, nt, -1.6, 0.9, -1.8
`CCOc1ccc(S(=O)(=O)Nc2ccccc2SC)c2cccnc12` is listed with 0.29, -3, 8, 4, 6, -1.1, 0.38, 0.9, -0.16

Other results follow:
SMILES	D1 mod	E coli RNAP	S1P1 ag pot	Jurkat tox 60K	HEK293 NFkB inh	S1P3 ag	M1 ag	TNAP act mid DEA	M1 antagonist
CC1(C)CC(=O)c2sc(NC(=O)CN3CCOCC3)nc2C1	-0.8	0	nt	-1	0	-0.7	-0.67	1	0.054
Cc1ccc(C(NC(=O)N2CCOCC2)=C(Cl)Cl)cc1F	-0.62	5	12	7	6	-1.4	-0.54	1	0.39
O=c1[nH]c(CN2CCC(c3nc4ccccc4s3)CC2)nc2sc3c(c12)CCC3	0.66	6	1	5	13	-0.2	-0.28	0.9	1.3
CNS(=O)(=O)c1cc(OC)ccc1OC	0.7	9	nt	-2	18	-0.1	1.2	1	0.88
COc1cc(OC)cc(-c2nc3nc(C)c(CCC(=O)NCc4ccco4)c(C)n3n2)c1	nt	1	0	2	15	-1.1	0.57	0.9	-0.8
c1ccc(-c2cccc(-c3ccccn3)n2)nc1	-0.61	-6	-5	87*	86*	-1.6	0.94	1.1	0.37
CC(C)OC(=O)c1ccc(NC(=O)C2C3CC4OC(=O)C2C4C3)cc1 (configuration not stated)	-0.04	4	-9	8	-25	-1.7	0.18	0.8	-0.14
O=C(CN1CCCCCC1=O)OCc1ncc(-c2ccccc2)o1	1.1	8	-6	-2	4	1.3	-1.3	1	0.29
CCOC(=O)C1=C(C)Nc2nnnn2C1c1c[nH]c2ccccc12 (configuration not stated)	0.32	2	3	1	8	-0.4	0.65	0.9	0.72
O=C(CSc1nc(-c2ccccc2)cs1)N1CCN(C(=O)c2ccco2)CC1	0.0039	2	-12	0	7	0.1	0.24	1	0.55
O=C(Nc1nccs1)c1ccc(Cl)c(S(=O)(=O)N2CCCCC2)c1	-0.056	11	nt	nt	nt	nt	-0.38	0.8	0.14
Cc1nc2ccccc2c2oc(C(=O)NC3CC3)cc12	1.2	1	-18	-4	8	0.3	-0.48	0.9	0.28
COc1ccc(-c2ccc(-c3nnc(-c4cc(OC)ccc4OC)o3)cc2)cc1	2.1	-11	nt	nt	11	nt	-0.36	1	-0.072
COc1ccc(Cl)cc1NC(=O)C1CCCO1 (configuration not stated)	1.3	-3	-31	11	2	-1.2	-0.12	0.9	0.038
O=C(Nc1nccs1)c1cc(S(=O)(=O)N2CCOCC2)ccc1Cl	1.3	nt	nt	nt	10	nt	0.0031	nt	-0.51
COc1ccc(CNc2cc(C)nc3ncnn23)c(OC)c1	-0.77	-3	60	80*	27	-1.1	1.1	1	-1.3
COc1ccc(N(CC(=O)NCc2ccco2)S(C)(=O)=O)cc1	-1.7	14	-4	-7	13	-0.6	0.57	0.9	-0.21
CCN(c1ccccc1)S(=O)(=O)c1ccc(F)cc1	-0.28	6	6	6	5	-0.2	0.58	0.9	0.74
CCc1nc2c(n1O)CCc1nonc1-2	nt	nt	nt	9	11	-0.3	nt	1	nt
Cc1cc(O)c(C=Nc2cccc(Cl)c2)c(=O)o1	3.8*	9	-18	-2	3	-1.1	-0.67	0.8	0.12

Part of the list above, reduced to S1P3 ag.
Molecule	S1P3 ag
c1ccc(-c2cccc(-c3ccccn3)n2)nc1	-1.6
CC(C)OC(=O)c1ccc(NC(=O)C2C3CC4OC(=O)C2C4C3)cc1 (configuration not stated)	-1.7
O=C(CN1CCCCCC1=O)OCc1ncc(-c2ccccc2)o1	1.3
CCOC(=O)C1=C(C)Nc2nnnn2C1c1c[nH]c2ccccc12 (configuration not stated)	-0.4

Other entries.
SMILES	D1 mod	E coli RNAP	S1P1 ag pot	Jurkat tox 60K	HEK293 NFkB inh	S1P3 ag	M1 ag	TNAP act mid DEA	M1 antagonist
COc1cc(C2N(c3ccccn3)C(=O)C3CCCN32)cc(OC)c1OC (configuration not stated)	-0.37	6	2	0	9	0.2	-0.0035	0.9	0.35
CSCC[C@H](NC(=O)NCc1ccc(F)cc1)C(=O)O	0.16	4	7	7	3	-0.2	-1.3	0.9	0.51
Cc1ccc(C(c2nnnn2CC2CCCO2)N2CCN(C(=O)c3ccco3)CC2)cc1 (configuration not stated)	-0.56	9	-30	10	0	1.1	-0.055	0.9	-0.3
O=C(CN1C(=O)CSC1=O)c1ccccc1	0.85	3	-8	1	0	-0.5	-0.0053	0.9	0.83
